15-hLO-2 inh: inhibitors of human 15-lipoxygenase 2 (ALOX15B) | purified 15hLO-2, xylenol orange hydroperoxide absorbance | Potency, µM (doses to about 57.1 µM), without a hit: top-dose activity change, negative = inhibition, hits mostly inhibitors | 0.56% of 110,000 active | AID 881; also: potency is read from the fitted curve at half-maximal effect; nearly all actives have a fitted effect of over 60% in size; many of its hits are not listed in these tables
Target sequence (O15296 whole entry, looked up): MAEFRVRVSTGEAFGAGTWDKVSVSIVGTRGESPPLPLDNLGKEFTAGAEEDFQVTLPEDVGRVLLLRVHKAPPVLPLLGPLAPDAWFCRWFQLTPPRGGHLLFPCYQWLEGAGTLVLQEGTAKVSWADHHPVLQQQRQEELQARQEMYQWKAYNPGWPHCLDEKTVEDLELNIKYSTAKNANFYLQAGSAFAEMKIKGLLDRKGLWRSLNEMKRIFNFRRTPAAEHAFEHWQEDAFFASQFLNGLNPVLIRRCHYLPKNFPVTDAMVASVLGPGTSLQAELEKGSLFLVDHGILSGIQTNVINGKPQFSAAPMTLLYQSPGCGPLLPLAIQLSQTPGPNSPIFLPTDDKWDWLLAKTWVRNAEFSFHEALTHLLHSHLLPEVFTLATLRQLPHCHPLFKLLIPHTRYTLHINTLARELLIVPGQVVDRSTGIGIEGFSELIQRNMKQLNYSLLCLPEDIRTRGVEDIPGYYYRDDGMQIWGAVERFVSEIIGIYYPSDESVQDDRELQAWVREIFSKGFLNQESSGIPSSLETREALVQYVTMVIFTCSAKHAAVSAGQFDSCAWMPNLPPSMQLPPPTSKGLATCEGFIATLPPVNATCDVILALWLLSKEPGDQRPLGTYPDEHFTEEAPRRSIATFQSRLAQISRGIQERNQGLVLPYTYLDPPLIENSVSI
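Enzyme 50 nM, AA 45 uM, 25 mM Hepes pH 7.5 + 0.01% Triton X-100; cpd preinc 15 min RT, rxn 90 min RT; stop/detect with 200 uM XO + 300 uM Fe(II) in 50 mM H2SO4, 30 min; A573/A405.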
IMPase inh: membrane-permeable compound that blocks inositol monophosphatase | 120,000 tested, under 10 active | CHO-M1 cells, IP1 accumulation, HTRF TR-FRET ratio | P97697 | AID 901 | inhibition (IP1 accumulation), % at 46.1 µM; active = well fitted curve in the direction sought with a large enough effect in the signal ratio, not every such curve was filed as active; inconclusive = small, poorly fitted or top-dose-only effect, or a change in a side signal; inactive = no such curve, though single readings can be large or run the other way; the % refers to the signal ratio;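 also: cells stimulated with carbachol in lithium chloride buffer; plate controls were DMSO basal wells for no effect and reference inhibitor wells for full effect; higher means more IMPase inhibition seen as more IP1 and lower FRET ratio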
Target sequence (P97697 whole entry, looked up): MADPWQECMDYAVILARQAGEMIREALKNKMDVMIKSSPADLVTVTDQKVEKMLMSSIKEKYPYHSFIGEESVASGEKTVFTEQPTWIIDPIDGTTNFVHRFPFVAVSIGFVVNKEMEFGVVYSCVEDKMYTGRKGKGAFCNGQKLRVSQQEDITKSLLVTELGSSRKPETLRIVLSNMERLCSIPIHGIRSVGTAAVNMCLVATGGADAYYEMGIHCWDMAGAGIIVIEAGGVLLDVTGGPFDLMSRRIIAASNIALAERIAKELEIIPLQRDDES
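Elevated IP1 in lysates lowers TR-FRET signal (665/620 ratio and 620 channel reported). Cells were CHO-M1, given carbachol (50 uM as added) plus 50mM LiCl, pH 7.4, 30 min, 37C; compounds titrated up to 46 uM; AC50 by Hill equation.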
PNC inhibitor: inhibitors of perinucleolar compartment assembly; PC3M PTB-GFP, PNC prevalence imaging, 16 h; stronger effect = lower value; activity change (PNC), negative = inhibition, % at 10 µM; 3.1% of 140,000 active;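 active = readout at or below -70, meaning at least 70% loss of cells showing the perinucleolar compartment, a nuclear body marking cancer cells; inconclusive = readout between -30 and a set limit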;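 also: plate controls were DMSO wells for no effect and camptothecin positive control wells for full effect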
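PC3M cells stably expressing PTB-GFP, 750–1000 cells/well, treated 16 h at 37 °C with compound (23 nl of library stock), in duplicate. After paraformaldehyde fixation and Hoechst stain, imaged at 20x; PNC prevalence scored by image analysis.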
ALOX12 inhib: blocks human 12-lipoxygenase activity; P18054; 0.12% of 150,000 active; Potency, µM (titrated, usually from 57.1 µM), for inactives: at the top dose activity change, negative = inhibition, actives largely listed as inhibitors; purified 12-hLO, xylenol orange hydroperoxide absorbance; also: potency is read from the fitted curve at half-maximal effect; nearly all actives have a fitted effect of over 55% in size; many of its hits are not listed in these tables
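Xylenol orange chromogenic assay: hydroperoxide from 12hLO oxidises Fe(II), giving red-shifted Fe(III)-XO absorbance. Conditions: 150 nM enzyme, 40 uM arachidonic acid, 25 mM Hepes pH 7.0, 0.01% Triton X-100, 30 min, room temperature.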
An asterisk follows results filed as active; u = inconclusive; x = no result given; [ ] = another dose, or the depositor's remark. Unless noted, calls follow the shape of the dose curve; as a rule, active = well fitted curve in the direction sought with a large enough effect; inconclusive = small, poorly fitted or top-dose-only effect, or another doubt; inactive = no such curve, though single readings can be large; an effect the other way counts as inactive or inconclusive. Unless noted, % is scaled to controls: 0 for no effect and ±100 for the full control effect. These rows are one share of the data; rates above refer to the full screens.

15-hLO-2 inh	IMPase inh	PNC inhibitor	ALOX12 inhib	canonical_smiles
x	x	-27	-3%	Cn1cc(C(=O)NC2CCCCCC2)c(=O)c2cc(S(=O)(=O)N3CCCC3)ccc21
-10%	x	x	-7%	O=C1CC(c2ccc(O)cc2)Oc2ccccc21 (stereo not given)
0%	-3	16	2%	CCCCOC(=O)Nc1ccc(OC)cc1S(=O)(=O)N1CCOCC1
0%	-1	-7	4%	CCOC(=O)C1CCN(C(=O)CCN2C(=O)C3C4C=CC(C4)C3C2=O)CC1 (stereo not given)
x	x	u	-1%	O=C(COn1nnc2ccc(C(F)(F)F)cc21)Nc1c(Cl)cccc1Cl
2%	2	4	-1%	Cc1ccccc1-n1c(=O)c2ccccc2n2nnnc12
x	x	u	-2%	CCN1CCN(C(=O)CN(c2cccc(Br)c2)S(=O)(=O)c2ccccc2)CC1
0%	5	-26	0%	CCS(=O)(=O)c1ccc2oc(SCC(=O)NC34CC5CC(CC(C5)C3)C4)nc2c1
-2%	12	-6	1%	CCCC(=O)Nc1ccc(NC(=O)c2ccccn2)cn1
x	3	235	0%	Cc1nc2ncccn2c1-c1csc(NCc2ccco2)n1
-2%	11	-1	-5%	O=C(CCNc1ccccc1)c1ccc2c(c1)OCO2
x	x	9	1%	Cc1cccc(C(C)(C)C)c1OCCOCCN1CCCC1
4%	6	-22	-1%	O=C(CSc1nc(-c2ccco2)cc(C(F)(F)F)n1)Nc1cccnc1
-5%	-6	48	5%	CCOc1c2ccc(C(=O)NCCCCc3ccccc3)cc2nn1C
3%	0	40	-3%	O=C(COC(=O)C1CC1)NCc1ccccc1Cl
16%	16	u	1%	O=S(=O)(c1ccc(Cl)c(Cl)c1)N1CCc2nc3ccccc3n2CC1
-6%	-1	84	-7%	Fc1ccc(-c2cn3cc(C(F)(F)F)cc(Cl)c3n2)cc1
-5%	14	16	-8%	Cc1ccc(S(=O)(=O)NC(CC(=O)N2CCc3ccccc32)c2ccco2)cc1 (stereo not given)
x	1	4	0%	C=CCOC(=O)C1=C(C)Nc2[nH]c(=O)[nH]c(=O)c2C1c1cccc(OC)c1 (stereo not given)
2%	2	-1	7%	O=C1NCCN1Cc1ccc(F)cc1
x	0	83	7%	O=C1c2ccccc2C(=O)N1CCCc1nc(-c2ccccc2)no1
-3%	5	26	-8%	COc1ccc(OC)c2c1sc(=NC(=O)c1ccco1)n2C
x	-6	26	-1%	Cc1ccc(Nc2cc(C)nc3ncnn23)c(Cl)c1
x	x	u	-14%	CC(C)c1ccc(C(=O)NC(=S)NCc2cccnc2)cc1
9%	13	38	-18%	Cc1cc(C)c2c(c1)-c1cc(C)nn1C(c1ccc3c(c1)OCO3)N2 (stereo not given)
u	2	15	2%	O=C(CSc1ccc2nnc(-c3ccncc3)n2n1)Nc1ccc2c(c1)OCO2
0%	3	-4	-21%	COc1ccc2c(c1)NC(=O)CC(c1ccccc1)=N2
-2%[25.6 µM]	-8[20.6 µM]	x	2%[25.6 µM]	CCOc1cc(CC(=O)N[C@@H](CC(C)C)c2ccccc2N2CCCCC2)ccc1C(=O)O
17%	x	x	-5%	COC(=O)c1cccc(C23CC4(C2)[C@H](CN(Cc2ccc(-c5ccccc5)cc2)[C@@H]4c2ccccc2)C3c2ccc(Cl)nc2)c1 (stereo not given in full)
3%	x	x	-3%	COC(=O)N1CCC2(CCCN(Cc3ccc(C#N)cc3)C2)CC1
-10%	u	-16	-7%	COc1ccc(-n2c(SCC(=O)NCCC(C)C)nc3ccsc3c2=O)cc1
3%	-3	-18	2%	Cc1ccc(-c2ccc(SCC(=O)Nc3nonc3C)nn2)cc1
x	3	16	4%	C/C(=N\NC(=O)CSc1nc(C)cc(C)n1)c1cccc([N+](=O)[O-])c1
x	x	163	-1%	CCn1c(CCNC(=O)c2ccc(OC)cc2)nnc1SCc1ccc(Cl)cc1Cl
4%	4	-7	0%	CCOC(=O)C1CCCN(c2c(N3CCC(N4CCCCC4)CC3)c(=O)c2=O)C1 (stereo not given)
x	x	-25	3%	CCCCN=C1C([N+](=O)[O-])=CC=C2C1=NC1(CCCCC1)N2O
x	3	u	-17%	CC1CC(=S)Nc2ccccc2S1 (stereo not given)
x	5	-26	3%	CCOC(=O)N1CCC(Nc2ncnc3c2cnn3-c2ccccc2)CC1
x	x	-10	6%	CC(NC(=O)C1(c2cccs2)CCOCC1)c1ccccc1 (stereo not given)
1%	0	-13	-2%	Cc1nc2cc(-c3sccc3-n3cccc3)nn2c(C)c1C
-4%	x	x	-2%	Nc1ccc(F)cc1F
x	x	u	-8%	COC(=O)c1sc(N)c(C(=O)OC)c1COC(=O)CNS(=O)(=O)c1ccc(C)cc1
x	x	-100*	2%	O=C(COc1ccccc1)Nc1ccccc1NS(=O)(=O)c1cccs1
-1%	0	17	2%	N#CC(C(=O)NC1CCCCC1)c1nc2ccccc2nc1N1CCN(c2ccccc2F)CC1 (stereo not given)
5%	0	u	-3%	O=C(NNC(=O)C1CC1c1ccccc1)Nc1cccc(Cl)c1 (stereo not given)
5%	-5	24	-1%	O=C1Nc2ccccc2C(O)(C(=O)NC2CC2)N1c1ccc(Cl)c(Cl)c1 (stereo not given)
8%[11.4 µM]	x	x	1%[11.4 µM]	Clc1ccc(Cl)c(SCCCN2CCNCC2)c1
x	x	-15	4%	CCC(CC)c1nnc(NC(=O)/C=C/c2ccco2)s1
-4%	3	46	1%	CCOP(=O)(OCC)C(Nc1ccccc1)c1ccc2c(c1)OCO2 (stereo not given)
-3%	5	8	-8%	CCOC(=O)c1ccc(CNC(=O)CCC(=O)O)cc1
20%	8	-19	-17%	C=CCCC(=O)Nc1nc(C)c(-c2csc(Nc3cccc(OC)c3)n2)s1
-22%	5	21	1%	Cc1cc(Cl)c(S(=O)(=O)Nc2ccc3c(c2)OCO3)cc1OCC(=O)NC1CCCCC1
-4%	0	-20	-2%	Cc1ccc(-n2nc(C(=O)O)cc2-c2ccccc2)cc1
49%[activator]	4	-14	-5%	Cc1ccc2cc(CN(CCN3CCCC3)C(=O)Nc3ccccc3)c(=O)[nH]c2c1C
11%	-6	11	-7%	CCc1nnc(NC(=O)c2nc3nccc(C)n3n2)s1
-1%	-5	-24	-2%	O=C(N/N=C/c1cccs1)c1ccccn1
13%	1	x	-3%	Cc1[nH]c(=O)c(C#N)cc1-c1ccncc1
-1%	0	-1	0%	CC(=O)n1cc(Nc2ccccc2C(=O)O)c2ccccc21
-2%	-13	50	-8%	COC(=O)c1cnc2c(C(F)(F)F)cccc2c1OC
-7%	-1	-23	3%	Cc1ccc(O)c(C(=O)c2coc(=N)c(C(=O)NC(C)C)c2)c1

Rewritten with values under each structure: part of the list above.
Each structure is followed by: 15-hLO-2 inh | IMPase inh | PNC inhibitor | ALOX12 inhib
CCOP(=O)(OCC)C(Nc1ccccc1)c1ccc2c(c1)OCO2 (stereo not given)
 : -4% | 3 | 46 | 1%
CCOC(=O)c1ccc(CNC(=O)CCC(=O)O)cc1
 : -3% | 5 | 8 | -8%
C=CCCC(=O)Nc1nc(C)c(-c2csc(Nc3cccc(OC)c3)n2)s1
 : 20% | 8 | -19 | -17%

More records.
15-hLO-2 inh	IMPase inh	PNC inhibitor	ALOX12 inhib	canonical_smiles
x	x	-29	1%	COc1ccc(/C=C/c2nc3ccccc3n2Cc2ccc(OC)c(OC)c2)cc1
0%	-3	28	12%	O=C(CC12CC3CC(CC(C3)C1)C2)N1CCCC1
-1%	2	-19	-5%	Cc1ccc(CNC(=O)CN(C)S(=O)(=O)c2cccc3nsnc23)cc1
x	4	105	2%	COc1ccc(C2=[N+]([O-])C(C)(C)N(O)C2C)cc1 (stereo not given)
-4%	7	2	-2%	O=C(NC1CCCCC1)N(Cc1nc2ccccc2c(=O)[nH]1)C1CCCC1
-13%	0	-16	-17%	CC(C)(C)NC(=O)CSc1nc(O)cc(=O)n1-c1ccccc1F
x	x	-4	-6%	CCOc1cc(/C=C2\C(=O)N(c3cccc(C(F)(F)F)c3)C(=O)c3ccccc32)ccc1O
-6%	-4	6	-7%	Cc1ccc(NC(=O)c2cccc3c2-c2ccccc2C3=O)cc1C
0%	0	29	2%	Cc1cc(NS(=O)(=O)c2ccc(NC(=O)c3cc4ccccc4o3)cc2)nc(C)n1
x	x	88	-2%	CCOc1ccc(C2NC(=O)c3sc(=S)n(-c4ccccc4)c3N2)cc1 (stereo not given)
-6%	6	-15	2%	CCOc1ccc(C(=O)N2CCCN(C(=O)c3ccc(OCC)cc3)CC2)cc1
-12%	8	-10	-9%	CCn1cc(SCC(=O)NCc2ccc3c(c2)OCO3)c2ccccc21
-5%	2	48	0%	CCOC(=O)C1CCN(CC(=O)c2c(C)[nH]c3cc(C)ccc23)CC1
3%	-3	-2	-1%	CC(C)C(=O)Nc1nnc(Cc2ccccc2)s1
x	x	u	-5%	COc1ccc(-n2nc([N+](=O)[O-])c(=NCc3cccnc3)n2O)cc1
x	x	34	1%	O=C(NC(=S)Nn1cnc2c(cnn2-c2ccccc2)c1=O)c1ccc(Oc2ccccc2)cc1
5%	-8	19	0%	CCOc1ccc(NC(=O)c2ccncc2)cc1
-3%	4	56	7%	C=CCOc1c2ccc(C(=O)NCc3ccccc3OC)cc2nn1C

Part of the list above in another layout.
Every second line gives: 15-hLO-2 inh, IMPase inh, PNC inhibitor, ALOX12 inhib
> O=C(CC12CC3CC(CC(C3)C1)C2)N1CCCC1
  0%, -3, 28, 12%
> Cc1ccc(CNC(=O)CN(C)S(=O)(=O)c2cccc3nsnc23)cc1
  -1%, 2, -19, -5%
> COc1ccc(C2=[N+]([O-])C(C)(C)N(O)C2C)cc1 (stereo not given)
  x, 4, 105, 2%
> O=C(NC1CCCCC1)N(Cc1nc2ccccc2c(=O)[nH]1)C1CCCC1
  -4%, 7, 2, -2%
> CC(C)(C)NC(=O)CSc1nc(O)cc(=O)n1-c1ccccc1F
  -13%, 0, -16, -17%
> CCOc1cc(/C=C2\C(=O)N(c3cccc(C(F)(F)F)c3)C(=O)c3ccccc32)ccc1O
  x, x, -4, -6%
> Cc1ccc(NC(=O)c2cccc3c2-c2ccccc2C3=O)cc1C
  -6%, -4, 6, -7%
> Cc1cc(NS(=O)(=O)c2ccc(NC(=O)c3cc4ccccc4o3)cc2)nc(C)n1
  0%, 0, 29, 2%
> CCOc1ccc(C2NC(=O)c3sc(=S)n(-c4ccccc4)c3N2)cc1 (stereo not given)
  x, x, 88, -2%
> CCOc1ccc(C(=O)N2CCCN(C(=O)c3ccc(OCC)cc3)CC2)cc1
  -6%, 6, -15, 2%
> CCn1cc(SCC(=O)NCc2ccc3c(c2)OCO3)c2ccccc21
  -12%, 8, -10, -9%
> CCOC(=O)C1CCN(CC(=O)c2c(C)[nH]c3cc(C)ccc23)CC1
  -5%, 2, 48, 0%
> CC(C)C(=O)Nc1nnc(Cc2ccccc2)s1
  3%, -3, -2, -1%
> COc1ccc(-n2nc([N+](=O)[O-])c(=NCc3cccnc3)n2O)cc1
  x, x, u, -5%
> O=C(NC(=S)Nn1cnc2c(cnn2-c2ccccc2)c1=O)c1ccc(Oc2ccccc2)cc1
  x, x, 34, 1%
> CCOc1ccc(NC(=O)c2ccncc2)cc1
  5%, -8, 19, 0%
> C=CCOc1c2ccc(C(=O)NCc3ccccc3OC)cc2nn1C
  -3%, 4, 56, 7%

From PubChem
